Screening data as filed in PubChem.
HKDC1 inhibitor – inhibitors of human hexokinase HKDC1; recombinant HKDC1, G6PDH/diaphorase resazurin coupled fluorescence; inhibition, % at 20 µM; actives 0.16% (n = 340,000); AID 493160;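 active means inhibition above about 35% when tested at 20 µM, limit read from the data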;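 further: plate controls were DMSO wells with enzyme for no effect and DMSO wells lacking enzyme for full effect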
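Test system: HK5 enzyme. Quantity: 5 µg/mL HK5 final. Reagent: glucose and ATP substrates. Schedule: 90 min reaction incubation at room temperature, dark. Technique: resazurin-to-resorufin fluorescence via G6PDH and diaphorase coupling, 525/613 nm. Control set: DMSO wells with and without enzyme mix.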
Apaf-1 inh – inhibitors of human Apaf-1 apoptosome. O14727. reconstituted apoptosome caspase-3 activity, DEVD-Rh110 fluorescence. inhibition, % at 20 µM. actives 0.71% (n = 330,000). AID 489030; active means inhibition of at least 40% at 20 µM;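 further: plate controls were DMSO wells for no effect and DEVD-CHO caspase inhibitor wells for full effect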
Target sequence (O14727 whole entry, looked up): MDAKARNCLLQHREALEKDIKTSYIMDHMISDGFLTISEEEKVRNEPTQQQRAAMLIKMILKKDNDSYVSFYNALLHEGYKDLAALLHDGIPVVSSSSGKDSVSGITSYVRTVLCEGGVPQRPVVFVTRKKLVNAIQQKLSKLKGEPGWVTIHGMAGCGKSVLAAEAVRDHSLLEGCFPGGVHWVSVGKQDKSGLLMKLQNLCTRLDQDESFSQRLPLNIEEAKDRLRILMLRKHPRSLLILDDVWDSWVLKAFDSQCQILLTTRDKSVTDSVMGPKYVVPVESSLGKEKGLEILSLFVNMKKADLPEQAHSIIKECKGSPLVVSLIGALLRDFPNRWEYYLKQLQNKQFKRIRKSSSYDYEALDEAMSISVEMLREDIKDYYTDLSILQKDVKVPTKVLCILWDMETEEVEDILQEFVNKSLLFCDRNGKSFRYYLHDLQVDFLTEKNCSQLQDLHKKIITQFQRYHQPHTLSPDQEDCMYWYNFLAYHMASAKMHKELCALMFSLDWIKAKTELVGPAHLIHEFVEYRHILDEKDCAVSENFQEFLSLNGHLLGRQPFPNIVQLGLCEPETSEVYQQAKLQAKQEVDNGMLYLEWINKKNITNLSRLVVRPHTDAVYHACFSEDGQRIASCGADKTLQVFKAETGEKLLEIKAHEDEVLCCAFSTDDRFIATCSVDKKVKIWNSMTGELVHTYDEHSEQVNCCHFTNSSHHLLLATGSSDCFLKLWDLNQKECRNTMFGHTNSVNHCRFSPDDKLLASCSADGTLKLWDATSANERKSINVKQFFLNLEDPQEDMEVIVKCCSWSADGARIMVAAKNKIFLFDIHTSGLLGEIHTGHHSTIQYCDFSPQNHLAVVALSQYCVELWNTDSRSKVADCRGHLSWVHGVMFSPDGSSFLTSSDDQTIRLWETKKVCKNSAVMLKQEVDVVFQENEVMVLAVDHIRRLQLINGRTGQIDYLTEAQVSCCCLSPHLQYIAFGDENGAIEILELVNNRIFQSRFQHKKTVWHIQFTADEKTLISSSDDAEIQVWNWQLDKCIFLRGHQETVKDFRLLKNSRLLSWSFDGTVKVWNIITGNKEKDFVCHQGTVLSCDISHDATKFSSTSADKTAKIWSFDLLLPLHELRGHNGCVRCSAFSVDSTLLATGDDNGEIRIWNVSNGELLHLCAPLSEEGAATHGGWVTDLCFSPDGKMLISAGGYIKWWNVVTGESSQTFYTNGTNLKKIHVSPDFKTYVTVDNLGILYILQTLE
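System: reconstituted apoptosome with Apaf-1, cytochrome c, caspase-9, procaspase-3, dATP; Signal: Rh110 fluorescence intensity; Schedule: 30 min compound preincubation, 50 min activation, room temperature; Reagent: cytochrome c trigger plus (Z-DEVD)2-Rh110 caspase-3 substrate.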
SENP8 block-1 – inhibitors of human SENP8 protease. Q96LD8. recombinant SENP8, Nedd8 substrate fluorescence. inhibition, % at 20 µM. actives 0.64% (n = 360,000). AID 602440; in the data active means inhibition mostly above about 40%, no sharp cut-off; inactive means mostly below about 27%
SENP6 inh – inhibitors of human SENP6 protease | Q9GZR1 | Recombinant SENP6 catalytic domain, aminoluciferin luminescence | inhibition, % at 10 µM | actives 1.8% (n = 330,000) | AID 2599;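 active means inhibition above about 50% at the single tested dose, limit read from the data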;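 further: plate controls were DMSO wells with enzyme for no effect and DMSO wells lacking enzyme for full effect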
SENP7 block – SENP7 protease inhibition. actives 1.5% (n = 330,000). inhibition, % at 5 µM. Q9BQF6. recombinant SENP7, Z-RLRGG-aminoluciferin luminescence, 40 min;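 active means inhibition above about 50% at the single test dose, limit read from the data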;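 further: plate controls were DMSO with enzyme for no effect and no enzyme buffer wells for full effect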
SENP1 FRET inh – blocks the human SENP1 SUMO protease catalytic domain; Q9P0U3; recombinant SENP1 catalytic domain, CyPet-SUMO1-YPet FRET cleavage; inhibition, % at 10 µM; actives 0.21% (n = 360,000);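 active means inhibition at least 30% at 10 µM, raw YFP signal under a set limit, fluorescence ratio 0.5 to 1.5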;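 further: 0% = enzyme with DMSO and 100% = no enzyme wells; some results filed as inactive read as strong as hits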
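Test system: human SENP1 catalytic domain; medium: Tris pH 8 buffer plus EDTA, NaCl, BME, BSA, NP40, catalase; incubation: 50 min reaction at room temperature; technique: FRET, CFP and YFP emission; controls: no-enzyme low control and enzyme-plus-DMSO high control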
PfGluPho inh – PfG6PD (Plasmodium falciparum) enzyme inhibition; PfGluPho enzyme, NADPH resazurin-diaphorase fluorescence; actives 0.78% (n = 350,000); AID 504690; inhibition, % at 20 µM;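 active means inhibition reaching at least a set limit at 20 µM in the primary screen, cut at about 59% in these data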;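 further: 0% = DMSO wells with substrate and 100% = DMSO wells lacking glucose-6-phosphate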
SENP8 block-2 – SENP8 protease inhibition; Q96LD8; purified SENP8, Z-RLRGG-aminoluciferin cleavage, luminescence; inhibition, % at 10 µM; actives 1.2% (n = 330,000); AID 2540; in the data active means inhibition above about 50%
Starred values were filed as active, the others as inactive; i = inactive; . = no result given; & = joins results of further samples.

SMILES	HKDC1 inhibitor	Apaf-1 inh	SENP8 block-1	SENP6 inh	SENP7 block	SENP1 FRET inh	PfGluPho inh	SENP8 block-2
CC(C)NC(=O)N1c2ccccc2Sc2ccccc21	-6	0	14	-24	-4	2	-4	-5
CCO[C@H]1OC(C(=O)O)=C[C@@H](c2ccc(C(F)(F)F)cc2)[C@@H]1CCCO	-8	0	13	8	3	-1	1	6
O=C(NNC(=O)c1ccc(S(=O)(=O)N2CCCCC2)cc1)c1ccc(F)cc1	-5	0	2	-19	3	-6	3	-1
Cc1nn(C)c(C)c1NC(=O)CCSc1nc(-c2ccco2)cc(C(F)(F)F)n1	-12	2	-12	-12	8	1	-18	7
CC(=O)NC(CC(=O)Nc1nc(C)cs1)c1ccccc1 (stereo not drawn)	-9	-4	3	5	0	2	17	2
CN(C)C(=O)c1ccc(NC(=O)CN2CCc3cc4c(cc3C2)OCCCO4)cc1	0	6	8	5	13	4	-9	4
Cc1ccc(C2C(C(=O)c3ccco3)=C(O)C(=O)N2c2ncccn2)cc1 (stereo not drawn)	-3	-10	-9	-2	-3	-1	14	6
Cc1ccc(/C=C2/C(=O)N(c3ccccc3)C(=S)N2C)o1	-8	3	24	-6	1	-83	54	-18
CC(C)C(=O)Nc1cccc(NC(=S)NC(=O)c2ccc3c(c2)OCO3)c1	-6	-2	3	-9	5	2	12	-23
CCOC(=O)N1CCN(CC(O)COCc2ccccc2)CC1 (stereo not drawn)	-4	-11	16	13	3	2	-12	4
COC(=O)Cn1c(CCC(=O)O)ccc1-c1ccccc1	-2	-8	-403	0	-3	-7	-24	-4
COC(=O)c1ccn(CC(=O)NC2CCCCC2)n1	-6	-3	5	-17	-13	1	-11	-3
O=C(COc1ccccc1F)NNC(=O)c1ccc2c(=O)n3c(nc2c1)CCC3	-3	1	-6	-2	-2	1	-4	19
O=C(NCc1ccccc1Cl)c1csc2c1CCCCC2	-2	14	2	5	-12	-2	7	-7
N#CCOc1ccccc1/C=N/n1nnnc1N	-2	-1	9	7	7	-2	3	-3
O=c1cccccc1NCc1ccccc1	7	45*	-4	-5	4	-21	20	6
C=CC[C@H](CC(=O)NCCO)C(=O)NCCOC(=O)[C@@H](CC=C)CC(=O)OC(C)(C)C	-7	4	14	-5	-4	3	-9	-11
CC(Oc1ccc(Cl)cc1Cl)C(=O)NNC(=O)c1ccncc1 (stereo not drawn)	0	-3	10	5	2	2	-17	-1
COC(=O)c1c(NC(=S)Nc2cc(OC)c(Cl)cc2OC)sc2c1CCCCC2	6	-3	9	-10	2	-5	17	0
CC1=C(C(=O)Nc2ccccc2)C(c2ccco2)NC(=O)N1 (stereo not drawn)	-8	-34	4	-3	-4	-4	-14	-2
CC(=O)Nc1ccc(S(=O)(=O)Nc2nccc(/C=C/c3ccccc3F)n2)cc1	0	-8	-47	11	-5	-17	-26	2
COc1cc(OC)c(C(=O)OCC(=O)Nc2cccc(S(=O)(=O)NC3=NCCCCC3)c2)cc1OC	-4	.	-16	.	.	-1	2	.
CCCSc1nc(SCC(=O)NCc2ccccc2)c2c3c(sc2n1)COC(C)(CC)C3 (stereo not drawn)	0	0	3	-24	-7	-1	3	0
O=C(Nc1cccc2cccnc12)c1ccc(Cl)cc1Cl	2	14	17	-5	2	0	12	2
NC(N)=NCc1cccc(I)c1	2	-5	6	-20	-4	-1	-7	-2

A stretch of the results above:
SMILES	HKDC1 inhibitor	Apaf-1 inh	SENP8 block-1	SENP6 inh	SENP7 block	SENP1 FRET inh	PfGluPho inh	SENP8 block-2
O=c1cccccc1NCc1ccccc1	7	45*	-4	-5	4	-21	20	6
C=CC[C@H](CC(=O)NCCO)C(=O)NCCOC(=O)[C@@H](CC=C)CC(=O)OC(C)(C)C	-7	4	14	-5	-4	3	-9	-11
CC(Oc1ccc(Cl)cc1Cl)C(=O)NNC(=O)c1ccncc1 (stereo not drawn)	0	-3	10	5	2	2	-17	-1
COC(=O)c1c(NC(=S)Nc2cc(OC)c(Cl)cc2OC)sc2c1CCCCC2	6	-3	9	-10	2	-5	17	0
CC1=C(C(=O)Nc2ccccc2)C(c2ccco2)NC(=O)N1 (stereo not drawn)	-8	-34	4	-3	-4	-4	-14	-2
CC(=O)Nc1ccc(S(=O)(=O)Nc2nccc(/C=C/c3ccccc3F)n2)cc1	0	-8	-47	11	-5	-17	-26	2
COc1cc(OC)c(C(=O)OCC(=O)Nc2cccc(S(=O)(=O)NC3=NCCCCC3)c2)cc1OC	-4	.	-16	.	.	-1	2	.
CCCSc1nc(SCC(=O)NCc2ccccc2)c2c3c(sc2n1)COC(C)(CC)C3 (stereo not drawn)	0	0	3	-24	-7	-1	3	0
O=C(Nc1cccc2cccnc12)c1ccc(Cl)cc1Cl	2	14	17	-5	2	0	12	2
NC(N)=NCc1cccc(I)c1	2	-5	6	-20	-4	-1	-7	-2

(further entries)
SMILES	HKDC1 inhibitor	Apaf-1 inh	SENP8 block-1	SENP6 inh	SENP7 block	SENP1 FRET inh	PfGluPho inh	SENP8 block-2
COc1cc(OC)cc(C(=O)Nc2ccc(S(=O)(=O)Nc3nc(C)cc(C)n3)cc2)c1	-7	4	4	10	3	1	-23	2
Cc1ccc(-c2[nH]ncc2/C=N/n2c(COc3ccccc3C)nc3ccccc3c2=O)cc1	4	2	22	-1	2	4	-20	1
CCCS(=O)(=O)c1c(S(=O)(=O)CCC)c2cc(CC)ccn2c1C(=O)OC	-2	13	-177	-8	-7	0	10	-1
CCNc1nnc(SCC(=O)c2cc(C)n(C3CC3)c2C)s1	-1	-5	12	5	-5	2	32	-1
O=C1C=C(c2ccccc2)C(=O)N1Nc1ccccc1	7	-33	23	-13	-3	-3	60*	1
CCOc1ccc(N(CC(=O)NCCOc2ccc(C)cc2)S(=O)(=O)c2ccccc2)cc1	2	14	3	-19	-3	0	2	5
CNc1ccc(C(=O)N2CCN(S(=O)(=O)c3ccc4c(c3)OCCCO4)CC2)cc1[N+](=O)[O-]	5	15	18	-10	-6	4	-6	1
CCC(C)Sc1cccc(-c2nc3cc(C)ccn3c2NCc2ccccc2)c1 (stereo not drawn)	4	22	i	-4	-4	-70&-56	34	4
Cc1ccc(C(=O)N(CC(=O)NC2CCCC2)Cc2cccs2)s1	-1	13	20	-12	-5	1	-17	-12
CCn1c2ccccc2c2cc(NC(=O)COC(=O)c3ccccc3Br)ccc21	5	9	-10	5	3	1	6	-1
O=C(CN1CCC(NC(=O)Nc2ccccc2-c2ccccc2)CC1)NCc1ccco1	-10	2	29	10	0	2	-5	1
CCCn1c(C)c(C(=O)OCC)c(O)c(-c2ccccc2)c1=O	-3	-5	12	-7	11	3	9	-6
COCc1cc(C)n(CC(=O)Nc2ccc(N3CCOCC3)cc2)c(=O)c1C#N	2	12	5	2	7	3	-12	-12
CSc1ncccc1C(=O)OCC(=O)Nc1ccc2c(c1)CCC2	1	0	11	-16	-1	0	-10	-6
CCN1CCN(c2ccc(S(=O)(=O)N3CCCCC3)cc2NC(=O)COc2ccc(Cl)cc2)CC1	3	21	-4	-2	-2	-1	8	-1
COc1cccc(OCc2nn[nH]n2)c1	-6	25	13	6	-1	-6	-9	-9
COc1cc(/C=N/NC(=O)CNC(=O)c2ccncc2)ccc1O	-1	0	4	-9	6	4	0	-7
CC(=O)Nc1ccc(-c2ccc(NC(C)=O)c(O)c2)cc1O	11	-19	-235	11	-11	-39	30	-6
CC(=O)NC1(C(F)(F)F)C(=O)NC(C)=C1C#N (stereo not drawn)	-6	4	24	-8	-9	0	1	-9
O=C(NC1CC1)c1ccc(F)cc1Cl	-5	7	30	-4	4	3	-2	-1
COc1ccc(S(=O)(=O)N2CCCCC2)cc1N(C)S(=O)(=O)c1ccccc1	-5	17	4	-15	-1	0	-9	-4
COc1ccc(CNC(=O)Cn2cccc2C(=O)c2ccccc2)cc1	-2	-9	10	4	1	0	-2	-2
OCC1(CCOc2ccccc2)CCN(C2Cc3ccccc3C2)CC1	1	6	22	14	4	1	-25	6
CCCNC(=O)COc1coc(CN2CCN(c3ccccc3F)CC2)cc1=O	0	-6	16	-16	5	-1	-12	-2
C=CCOC(=O)c1cn(CC)c2nc(C)ccc2c1=O	-7	-5	15	-11	-2	2	18	3

Remaining list, next part.
SMILES	HKDC1 inhibitor	Apaf-1 inh	SENP8 block-1	SENP6 inh	SENP7 block	SENP1 FRET inh	PfGluPho inh	SENP8 block-2
COc1ccc(-n2nnc3c(=O)n(CC(=O)Nc4ccc5c(c4)OCCO5)cnc32)cc1OC	2	-16	-74	-7	-10	-2	5	3
O=C(CS(=O)(=O)c1ccccc1)Nc1nc(-c2ccc(F)cc2)cs1	-3	8	14	3	3	3	41	-5
COc1ccc(-n2ncc3c(N4CCN(Cc5ccccc5)CC4)ncnc32)cc1	-2	16	-277	2	-6	-23	26	-16
Cc1occc1C(=O)N/N=C/c1c[nH]c2ccccc12	-14	4	14	-4	44	-1	-4	31
O=C(COc1ccccc1Cl)Nc1cnn(Cc2ccccc2)c1	2	3	23	-12	0	3	-5	2
Cn1c(NC2CCCCC2)cc(=O)n(C)c1=O	-3	-4	4	-5	4	0	-6	1
c1ccc(-c2noc(CN3CCN(c4ccccc4)CC3)n2)cc1	-6	-10	2	-4	-5	2	11	3
O=C1ON=C(c2ccccc2)/C1=C\c1ccco1	-4	-6	6	1	-4	-7	9	4
CC(C)C(=O)Nc1sc2c(c1C(N)=O)CCN(Cc1ccccc1)C2	0	5	-75	9	16	-31	-6	3
COc1cc2[nH]c(=O)n(CCCC(=O)NC3CCCCC3)c(=O)c2cc1OC	0	1	-136	0	4	0	6	2
Cc1ccc(OCC(=O)N(Cc2ccccc2)c2c(N)n(Cc3ccccc3)c(=O)[nH]c2=O)c(C)c1	2	-2	14	-10	-8	-1	-3	-9
Cc1c(-c2ccccc2)[n+](=O)c2c(n1[O-])CCCC2	0	-12	14	-9	-1	2	-9	3
CCOc1cccc(CNn2cnnc2)c1OCc1ccccc1	-1	2	5	0	5	1	-1	1
COCCn1c(SCC(=O)Nc2cccnc2Cl)nc2ccccc2c1=O	-3	-10	9	2	-1	3	13	8
O=C1[C@@H]2CSCN2C(=O)CN1CCc1cccc(F)c1	12	-3	22	-3	2	0	-9	-1
O=C1C(C23CC4CC(CC(C4)C2)C3)C(=O)N(c2ccccc2)N1c1ccccc1	9	11	-4	6	5	3	-3	5
CCOc1cc(C2C(C(=O)c3ccco3)=C(O)C(=O)N2CCc2ccccc2)ccc1O (stereo not drawn)	6	3	12	4	-4	2	-4	1
CCCCN(CC)C(=O)c1cc2c(=O)n3cccc(C)c3nc2s1	7	11	-300	6	4	-35	7	1
Cc1nc(NC(=O)CN2CCCCC2)sc1C(=O)N(C)C	-5	-16	17	-3	-4	0	-5	12
CCc1ccc(C(c2ccc(CC)cc2)C(Cl)Cl)cc1	2	8	6	-19	3	1	14	4
N#Cc1ncc(Cl)c2ccccc12	-5	-6	-14	4	1	7	5	-2
CCCCn1c(N)c(N(CC(C)C)C(=O)CCCc2cccs2)c(=O)[nH]c1=O	-6	-2	1	-7	4	-4	-15	1
CC(C)CCNC(=O)CN(CC1CCCO1)C(=O)CCC(=O)Nc1ccccn1 (stereo not drawn)	-5	-9	11	0	13	0	-4	-7
COCCN(C(=O)C(C)C)c1nnc(-c2ccc(C(C)(C)C)cc2)s1	3	27	-24	7	-1	0	25	-1
Cc1cccc(NC(=O)C2CCN(c3ncnc4c3nc3n4CCCCC3)CC2)n1	-4	13	-4	-13	-13	2	-3	10
CCc1[nH]c(=O)[nH]c1C(C)S(=O)(=O)c1ccc(C)cc1 (stereo not drawn)	14	2	0	7	8	0	17	4
